From PubChem
KAT2A inh: qHTS Assay for Inhibitors of GCN5L2 | GCN5L2 HAT assay, ThioGlo1 CoA-SH fluorescence | Potency, µM (top dose mostly 58.9 µM), without a hit: at the highest dose activity change, negative = inhibition, most hits filed as inhibitors | actives 0.21% (n = 390,000)
Target sequence (Q92830 whole entry, looked up): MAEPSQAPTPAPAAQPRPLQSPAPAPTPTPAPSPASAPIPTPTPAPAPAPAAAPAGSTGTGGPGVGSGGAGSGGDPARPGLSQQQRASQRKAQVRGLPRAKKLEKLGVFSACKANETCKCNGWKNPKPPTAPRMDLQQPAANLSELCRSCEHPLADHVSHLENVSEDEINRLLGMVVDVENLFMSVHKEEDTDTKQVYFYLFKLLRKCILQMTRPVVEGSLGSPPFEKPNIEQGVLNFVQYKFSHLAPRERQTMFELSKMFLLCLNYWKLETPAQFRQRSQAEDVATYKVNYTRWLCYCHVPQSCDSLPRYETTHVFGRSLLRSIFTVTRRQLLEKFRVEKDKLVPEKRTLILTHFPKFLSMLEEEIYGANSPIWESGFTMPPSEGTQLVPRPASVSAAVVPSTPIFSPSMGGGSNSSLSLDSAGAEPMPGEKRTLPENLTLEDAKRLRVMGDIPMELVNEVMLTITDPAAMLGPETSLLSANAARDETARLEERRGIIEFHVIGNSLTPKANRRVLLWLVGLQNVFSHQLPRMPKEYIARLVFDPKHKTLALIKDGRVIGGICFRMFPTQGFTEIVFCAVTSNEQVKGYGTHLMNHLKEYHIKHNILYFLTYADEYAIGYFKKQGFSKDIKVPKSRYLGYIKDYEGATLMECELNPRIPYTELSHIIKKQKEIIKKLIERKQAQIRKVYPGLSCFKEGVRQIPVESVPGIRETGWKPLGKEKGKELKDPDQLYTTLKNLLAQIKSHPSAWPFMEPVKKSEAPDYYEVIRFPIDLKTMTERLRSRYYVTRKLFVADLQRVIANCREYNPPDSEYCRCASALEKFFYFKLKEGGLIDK
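Fluorescence readout, Ex340nm/Em540nm: ThioGlo1 (50uM final) reacts with free CoA thiol released as 20nM GCN5L2 acetylates H3(1-25) peptide (75uM) using acetyl-CoA (70uM). Compound and enzyme sat 15 min beforehand; 20 min room-temperature reaction.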
DT40 TDP1 CPT: qHTS for Inhibitors of human tyrosyl-DNA phosphodiesterase 1 (TDP1): qHTS in cells in presence of CPT. chicken DT40 Tdp1-/-;hTDP1 cells + 20 nM CPT, ATP luminescence, 48 h. Potency, µM (titrated, usually from 46.2 µM), for the others: top-dose activity change, negative = growth inhibition, hits mostly inhibitors. actives 12% (n = 420,000). AID 686979, 2013; further: nearly all actives have a fitted effect of over 55% in size
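Chicken DT40 Tdp1-/- cells complemented with human TDP1, 400 cells/well, exposed to compounds plus 20 nM camptothecin for at least 48 h at 37 C; viability read as ATP content by CellTiter-Glo luminescence.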
DT40 TDP1 no CPT: qHTS for Inhibitors of human tyrosyl-DNA phosphodiesterase 1 (TDP1): qHTS in cells in absence of CPT | AID 686978, 2013 | Potency, µM (doses to about 46.2 µM), for the others: at the highest dose activity change, negative = growth inhibition, actives largely listed as inhibitors | actives 15% (n = 420,000) | DT40 Tdp1-/- hTDP1 cells, no CPT, ATP luminescence, 48 h; further: nearly all actives have a fitted effect of over 55% in size
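Compound effects on proliferation are scored in DT40 Tdp1-/-;hTDP1 cells in the absence of CPT. ATP levels (CellTiter-Glo luminescence) are recorded after a ≥48 hr, 37 °C incubation.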
Starred values were filed as active, the others as inactive; u = inconclusive; x = no result given; [ ] = remark or other dose. The call rests on the fitted dose curve; in most records, active means well fitted curve in the direction sought with a large enough effect; inconclusive means small, poorly fitted or top-dose-only effect, or another doubt; inactive means no such curve, though single readings can be large; an effect the other way counts as inactive or inconclusive. On the % scale 0 is the no-effect control and ±100 the full control effect; potency means the concentration at half of the fitted maximal effect. Compounds as they come (roughly 18% active in at least one column).

Structure	KAT2A inh	DT40 TDP1 CPT	DT40 TDP1 no CPT
O=C(CCS(=O)(=O)c1ccc(Br)cc1)Nc1ccc(Cl)cc1F	-8%	13%	7%
CCOC(=O)C1CCN(C(=O)Cn2ncc3c([nH]c4ccc(C)cc43)c2=O)CC1	27%	-1%	6%
CCCCCC(=O)NC(=S)NNC(=O)CC	-10%	16µM*	u
N#Cc1c(N)n(Cc2ccccc2)c(=O)c2cc([N+](=O)[O-])ccc12	-7%	16µM*	18µM*
CCC1(CC)NC(=O)N(CC(=O)Nc2sc3c(c2C(N)=O)CCC3)C1=O	-25%	-9%	-15%
N#Cc1ccccc1OCC(=O)NNC(=O)CNC(=O)c1ccc(Br)o1	2%	8%	4%
CC(=O)Nc1ccc(S(=O)(=O)c2c(N)n(CCN3CCOCC3)c3nc4ccccc4nc23)cc1	-13%	-8%	-5%
O=C(NC(=S)Nc1ccccc1N1CCCCC1)c1ccc(-c2cccc([N+](=O)[O-])c2)o1	-2%	u	23µM*
COc1ccc(CCc2nnc(CCC(=O)NCc3cc(C(C)C)no3)o2)cc1	4%	1%	-12%
O=C(CSCC(=O)NC1CC1)Nc1ccc2ccccc2c1	-4%	2%	-1%
CCOC(=O)CC1C(=O)NCCN1S(=O)(=O)c1cccc(C(F)(F)F)c1 (centres undefined)	-22%	6%	9%
CCOC(=O)c1cc2sccc2n1CC(=O)OC(C)C	1%	-8%	-5%
Cc1ccc(C(NC(=O)C2CCN(CCOc3ccc(Cl)cc3)CC2)c2ccccn2)cc1 (centres undefined)	x	u	u
CC(=O)Nc1ccc(NCc2cccs2)cc1	1%	-6%	-12%
CCOc1ccc(NC(=O)C(=O)c2cc(C)n(-c3cc(C)cc(C)c3)c2C)cc1	-12%	u	21µM*
CCN(CC)c1ccc(N2C(=O)C3CCCCC3C2=O)cc1[N+](=O)[O-] (centres undefined)	-5%	-16%	-29%
Cc1ccc(C)c(S(=O)(=O)Nc2ccc(C(=O)N3CCCCC3)cc2)c1	-8%	u	u
COc1ccccc1N1CCN(C2CCCN(C(=O)c3csc(C)n3)C2)CC1 (centres undefined)	0%	-4%	u
O=C(Cc1ccc(NC(=O)N2CCSc3ncccc32)cc1)NCCc1ccccc1	-5%	u	-25%
O=C(NCCCn1ccnc1)c1ccncc1	-2%	3%	-7%
CCc1nnc(NS(=O)(=O)c2ccc(NC(=O)c3cc(Cl)ccc3[N+](=O)[O-])cc2)s1	-2%	8%	6%
CC1CCC(NC(=O)c2cccc(S(=O)(=O)N3CCN(c4ccccc4)CC3)c2)CC1 (centres undefined)	0%	-19%	-28%
Cc1cc(C)nc(NC(=O)Nc2ccccc2C(F)(F)F)n1	-4%	u	18µM*
Cc1c(C(=O)NC2=NCCS2)oc2ccccc12	-9%	u	-23%
COCCNC(=S)N(Cc1cccnc1)Cc1ccc(OC)c(OC)c1	-1%	-3%	-17%

Quoted at random: 4 entries already listed, in no set order.
Structure	KAT2A inh	DT40 TDP1 CPT	DT40 TDP1 no CPT
CCCCCC(=O)NC(=S)NNC(=O)CC	-10%	16µM*	u
Cc1c(C(=O)NC2=NCCS2)oc2ccccc12	-9%	u	-23%
CCOC(=O)CC1C(=O)NCCN1S(=O)(=O)c1cccc(C(F)(F)F)c1 (centres undefined)	-22%	6%	9%
CCC1(CC)NC(=O)N(CC(=O)Nc2sc3c(c2C(N)=O)CCC3)C1=O	-25%	-9%	-15%

(further entries)
Structure	KAT2A inh	DT40 TDP1 CPT	DT40 TDP1 no CPT
Cc1sc(NC(=O)C2CCCCC2C(=O)O)c(C(N)=O)c1-c1ccccc1 (centres undefined)	-8%	-18%	-22%
CCOC(=O)c1c(S(=O)(=O)NCC(=O)N2CCN(c3ccc(F)cc3)CC2)c(C)n(C)c1C	-2%	-22%	16%
Cc1cc2c(c(-c3cnccn3)c1)OC(CNC(=O)c1c(F)cccc1Cl)C2 (centres undefined)	x	10%[9.04 µM]	u
Cc1cc(C)cc(NC(=O)C2CCCN2C(=O)Oc2ccccc2)c1 (centres undefined)	-7%	-10%	-15%
Cc1ccc(Cn2c(Sc3nccc(C)n3)nc3c2c(=O)[nH]c(=O)n3C)cc1	-8%	-28%	u
N#Cc1cc2cc3ccccc3nc2n2c(=O)c3ccccc3nc12	2%	-10%	-20%
Cc1cc(C)c(S(=O)(=O)Nc2nnc(C)s2)c(C)c1	-2%	15µM*	18µM*
COc1cc(/C=C/C(=O)O)cc(S(=O)(=O)Nc2ccc3nc(C)sc3c2)c1OC	1%	7%	-5%
CCC1C(O)=C(c2ccccn2)C(=N)N1c1ccccc1 (centres undefined)	2%	u	u
CCc1nnc(SCC(=O)Nc2ccc(C(C)=O)cc2)nc1CC	-18%	3%	2%
COc1ccc(Nc2c[nH]c(=O)[nH]c2=O)cc1	x	-12%	-12%
Cc1cc(C(=O)Nc2cccc(-c3nc(CNC(=O)c4ccccc4C(F)(F)F)c(C)o3)c2)c(C)o1	x	u	21µM*
Cc1ccc(F)cc1NC(=O)CSCc1nc2sc(C)c(C)c2c(=O)[nH]1	-7%	u	u
O=C(c1ccc(N2CCCC2)c([N+](=O)[O-])c1)N1CCc2ccccc2C1	-18%	16µM*	29µM*
CC(C)C(NC(=O)c1cccc(S(=O)(=O)N2CCOCC2)c1)C(=O)NCCc1ccccn1 (centres undefined)	-3%	6%	-9%
CCn1nc(C(=O)OCC(=O)N2CCc3ccccc32)c2ccccc2c1=O	-2%	-6%	-5%
Cc1cccc(-n2c(C)cc(/C=N/n3cnnc3)c2C)c1	0%	23µM*	u
Cc1cc(Cl)ccc1OCC(=O)Nn1c(C)ccc1C	-3%	u	u
O=C(CSc1ncccc1-c1nc2ccccc2[nH]1)N1CCN(c2ccccc2F)CC1	-7%	16µM*	u
COc1ccc(NS(=O)(=O)c2cccc(C(=O)NC3CCC(O)CC3)c2)cc1 (centres undefined)	-23%	u	u
O=C(Nc1ccccc1)N1CCN(C2c3ccccc3-c3ccccc32)CC1	0%	u	u
COc1c2c(cc3c1C(c1c(O)c4ccccc4oc1=O)N(C)CC3)OCO2 (centres undefined)	x	-11%[9.04 µM]	4%[9.04 µM]
COc1cc(C(=O)Nc2cc(S(=O)(=O)N3CCOCC3)ccc2N2CCOCC2)cc(OC)c1C	x	u	u
Cc1[nH]n(-c2ccccc2)c(=O)c1/C=N/Nc1nncc(-c2ccccc2)n1	u	1µM*	1µM*
CCC(C)NC(=O)c1c(C)cc(=O)oc1C (centres undefined)	-3%	-23%	-7%
CC(C)(C)NC(=O)C(CCc1ccccc1)n1c(=O)c(-c2cc3ccccc3[nH]2)nc2ccccc21 (centres undefined)	x	15µM*	13µM*
COc1cc2nc(N3CCOCC3)nc(NC3CCN(C)CC3)c2cc1OC	x	10µM*	16µM*
O=C(CN1CCc2ccccc21)NCc1ccc2c(c1)OCO2	-4%	-15%	-7%
CCN(CC)C(=O)CN1C(=O)COc2ccc(S(=O)(=O)N3CCOCC3)cc21	-3%	4%	0%
CC1=CN2C(=NC(=O)CC2(C)C(=O)N(CC(=O)NC2CCCC2)c2ccccc2C)C=C1 (centres undefined)	-6%	-10%	-2%
COc1ccc(NC(=O)N2CCCC3(CCN(C(=O)c4cc(C(F)(F)F)cc(C(F)(F)F)c4)CC3)C2)cc1	-12%	-3%	-11%
O=C(Cc1ccccc1)N[C@@H]1c2ccccc2CC[C@@H]1OCc1ccccc1	-1%	-23%	-18%
COc1ccc(CC(=O)Nc2cccc(-c3nnc(-c4cccc(C)c4)o3)c2)cc1OC	-7%	u	23µM*
O=C(O)C1CCN(C(=O)Cc2ccccc2)CC1	0%	15%	0%
C/C(=N\NC(=O)CCC(=O)Nc1ccccc1)c1cccs1	-2%	u	-27%
CN(C)S(=O)(=O)c1ccc(C(=O)N2CCC(c3nc4ccccc4o3)CC2)cc1	-2%	-29%	u
CCCCOc1ccc(N2CC(C(=O)NCc3ccco3)CC2=O)cc1 (centres undefined)	-5%	7%	-16%
O=c1cc2c(nn1Cc1ccc(F)cc1)-c1ccccc1CC2	2%	-15%	0%
Cc1ccc(CN2CCNC(=O)C2CC(=O)N(C)C2CCOCC2)cc1 (centres undefined)	-3%	-6%	13%
COc1ccc(CCNC(=O)c2c(Nc3ccccc3C)sc(C(=O)c3ccccc3)c2N)cc1OC	-8%	u	9.2µM*
CCOC(=O)c1cc(-c2ccccc2)n(CCCC(=O)Nc2ccc(C)cc2Cl)c1C	-9%	u	u
CC(NC(=O)c1ccccc1Br)c1ccc2c(c1)CCCC2 (centres undefined)	-24%	u	u
Cn1c(=O)c2c(nc(SCC(=O)N3c4ccccc4CCc4ccccc43)n2C)n(C)c1=O	-4%	-25%	u
CCOC(=O)C1CCN(S(=O)(=O)c2cn(C)c(C)n2)CC1	-3%	-15%	24%
Cn1nnnc1NCc1ccc(Cl)c(Cl)c1	0%	1%	-15%
Cn1c(SCC(=O)c2ccc3c(c2)Cc2ccccc2-3)nnc1-c1ccccc1	-3%	-29%	29µM*
CCOc1ccc(N=Cc2ccc3ccccc3c2)cc1	1%	-15%	-19%
CC(=O)Nc1ccc(S(=O)(=O)NCCN2CCNC2=O)cc1Cl	-17%	-5%	9%
CCOc1cc(CNCCN2CCOCC2)ccc1OCc1ccccc1Cl	21%	u	18µM*
Cc1cc2nc(-c3cccc(NC(=O)c4cccc5ccccc45)c3)oc2cc1C	-9%	-17%	-16%

Brought forward from above: 5 entries, then new ones.
Structure	KAT2A inh	DT40 TDP1 CPT	DT40 TDP1 no CPT
Cn1c(SCC(=O)c2ccc3c(c2)Cc2ccccc2-3)nnc1-c1ccccc1	-3%	-29%	29µM*
CCOc1ccc(N=Cc2ccc3ccccc3c2)cc1	1%	-15%	-19%
CC(=O)Nc1ccc(S(=O)(=O)NCCN2CCNC2=O)cc1Cl	-17%	-5%	9%
CCOc1cc(CNCCN2CCOCC2)ccc1OCc1ccccc1Cl	21%	u	18µM*
Cc1cc2nc(-c3cccc(NC(=O)c4cccc5ccccc45)c3)oc2cc1C	-9%	-17%	-16%
Cc1ccc(S(=O)(=O)N2CCC(C(=O)NC3CC3)CC2)cc1	-2%	-7%	-6%
N#C/C(=C/c1ccccc1Cl)c1nc2ccccc2c(=O)[nH]1	3%	0%	4%
COC(=O)c1c(-c2cc(C)ccc2C)csc1NC(=O)C1CC=CCC1C(=O)O (centres undefined)	-1%	2%	-6%
COc1ccccc1OC(C)C(=O)O (centres undefined)	-5%	-20%	u
CN(C)CCN(C(=O)c1ccc2ccccc2c1)c1nc2ccc(Br)cc2s1	3%	u	u
O=C(CCC1COc2ccccc2O1)NCc1ccccc1 (centres undefined)	0%	-1%	-17%
O=S(=O)(/C=C/c1ccccc1)N1CCNCC1	-2%	-5%	-15%
CCOCCn1c(=NC(=O)/C=C/c2ccccc2Cl)sc2cc(NC(C)=O)ccc21	17%	-23%	u
CN1CCN(C2CN(Cc3cn(Cc4ccccc4C(F)(F)F)nn3)S(=O)(=O)C2)CC1 (centres undefined)	x	-2%	0%
O=C(NNS(=O)(=O)c1ccc(C(F)(F)F)cc1)c1cnn(-c2ccccc2)c1C(F)(F)F	-11%	-19%	-14%
CC(=O)N1CCN(c2ccc(S(=O)(=O)N3CCCCC3)cn2)CC1	0%	-10%	-10%
C[C@H]1CN([C@@H](C)CO)C(=O)CCCn2nncc2CO[C@H]1CN(C)C(=O)Nc1ccc2c(c1)OCO2	x	6%	14%
Cc1ccc(C)c(S(=O)(=O)Nc2ccc(C(=O)N3CCC3)cc2)c1	0%	-29%	u
Cc1nn(C)c(C)c1NC(=O)CSc1nc(-c2ccccc2Cl)nc2c1cnn2-c1ccccc1	-16%	6%	-5%
CCOC(=O)C1=C(CS(=O)(=O)c2ccc(C(C)(C)C)cc2)NC(=O)NC1c1cccc(OC)c1 (centres undefined)	2%	16µM*	16µM*
